GLP1R inv ag: qHTS of GLP-1 Receptor Inverse Agonists (Inhibition Mode); HEK293 GLP-1R CRE-luciferase, luminescence, 24 h; GLP-1R form is constitutively active; Potency, µM (highest dose often 38.3 µM), for inactives: top-dose activity change, negative = inhibition, hits mostly inhibitors; 410,000 tested, 1.6% active; further: potency means the concentration at half of the fitted maximal effect; on the % scale 0 is the no-effect control and ±100 the full control effect; nearly all actives have a fitted effect of over 55% in size
Target sequence (P43220 whole entry, looked up): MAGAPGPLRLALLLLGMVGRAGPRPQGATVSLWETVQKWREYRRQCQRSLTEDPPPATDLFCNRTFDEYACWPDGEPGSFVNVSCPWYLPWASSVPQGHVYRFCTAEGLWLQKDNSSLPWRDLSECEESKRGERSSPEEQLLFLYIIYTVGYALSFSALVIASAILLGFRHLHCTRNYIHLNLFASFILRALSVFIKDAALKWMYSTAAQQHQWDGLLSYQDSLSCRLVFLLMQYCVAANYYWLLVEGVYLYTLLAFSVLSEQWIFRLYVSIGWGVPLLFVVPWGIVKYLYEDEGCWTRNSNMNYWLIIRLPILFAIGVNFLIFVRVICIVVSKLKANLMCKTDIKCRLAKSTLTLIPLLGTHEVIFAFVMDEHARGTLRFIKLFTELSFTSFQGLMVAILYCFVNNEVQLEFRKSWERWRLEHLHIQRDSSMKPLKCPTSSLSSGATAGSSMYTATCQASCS
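Inverse agonists were sought by their lowering of basal cAMP reporter luciferase output in HEK293 cells stably carrying constitutively active human GLP-1R, after 24 h compound treatment.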
DRD3 antagonist: qHTS of D3 Dopamine Receptor Antagonist: qHTS. D3R cells, DiscoveRx beta-arrestin luminescence, antagonist mode; active compounds read low. AID 652054, 2013. max response, negative = inhibition, %. 360,000 tested, 2.5% active; in the data active means max response below about -50%; inconclusive means no clear call, values can overlap the other calls; further: on the % scale 0 is the no-effect control and ±100 the full control effect; mostly tested at two doses, the higher about 12 µM
Target sequence (P35462 whole entry, looked up): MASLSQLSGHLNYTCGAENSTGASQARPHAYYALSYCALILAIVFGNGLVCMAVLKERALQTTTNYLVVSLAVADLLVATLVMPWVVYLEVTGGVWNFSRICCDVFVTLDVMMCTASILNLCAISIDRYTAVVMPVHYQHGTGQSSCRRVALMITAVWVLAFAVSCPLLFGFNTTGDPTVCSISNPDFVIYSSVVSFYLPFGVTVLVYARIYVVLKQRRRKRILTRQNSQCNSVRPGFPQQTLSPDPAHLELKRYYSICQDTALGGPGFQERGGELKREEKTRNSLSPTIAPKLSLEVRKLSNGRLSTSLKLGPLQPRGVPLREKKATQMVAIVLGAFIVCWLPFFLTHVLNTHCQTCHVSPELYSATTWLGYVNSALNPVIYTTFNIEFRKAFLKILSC
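Cells expressing the human receptor were seeded at 1500 cells/well, incubated overnight at 37 degrees C in 5% CO2, then exposed to library compounds with dopamine controls for 90 minutes at 37 degrees C before luminescent detection.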
HEK293 tox: qHTS of GLP-1 Receptor Inverse Agonists: Cytotox Screen; HEK293 cAMP-luciferase reporter cells, luminescence, 24 h; Potency, µM (top dose mostly 38.3 µM), for the others: top-dose activity change, negative = inhibition, hits mostly inhibitors; 410,000 tested, 0.13% active; AID 624418, 2012;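 further: loss of luciferase light is scored as toxicity; potency means the concentration at half of the fitted maximal effect; on the % scale 0 is the no-effect control and ±100 the full control effect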
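Seeding density was 200 cells/uL; after overnight-length (12 h) culture, 23 nL compounds went on for 24 h at 37 °C. Readout used a luciferase detection reagent, luminescence taken after 12 min at room temperature.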
D3 ag: qHTS of D3 Dopamine Receptor Agonist: qHTS | D(3) dopamine receptor (Homo sapiens), P35462 | D3R DiscoveRx beta-arrestin cells, luminescence, 90 min | max activation, % | 410,000 tested, 0.58% active; in the data active means max activation above about 30%; further: 0% is about no effect; mostly tested at two doses, the higher about 12 µM
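Agonist-mode cell screen: cells plated at 1500/well and incubated overnight at 37 °C, then exposed to library compounds for 90 min at 37 °C. Detection reagent was added for 30–60 min at room temperature, and luminescence was read.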
PTHR1 agonist: qHTS for PTHR1 Agonists: Primary Screen. HEK293 GP2 PTHR1 cells, GloSensor cAMP luminescence, 1 h. 410,000 tested, 0.075% active. Potency, µM (highest dose often 115 µM), without a hit: top-dose activation, actives largely listed as activators. Parathyroid hormone/parathyroid hormone-related peptide receptor (Homo sapiens), Q03431; further: potency means the concentration at half of the fitted maximal effect; nearly all actives have a fitted effect of over 55% in size; some results filed as inactive show a strong effect at the top dose; inactives centre near -15; many of its hits are not listed in these tables
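HEK-293-derived GP2 cells expressing PTHR1 and a GloSensor cAMP reporter, 3,000/well, plated overnight, given luciferin plus IBMX (each 0.5 mM as added) for 1 h at 37 °C, then compound for 1 h at 37 °C. Luminescence was read after 15 min at room temperature.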
GLP-1R agonist: qHTS of GLP-1 Receptor Agonists | HEK293 GLP-1R CRE-luciferase, luminescence, 4-6 h; cells express a hypersensitive GLP-1R form | Potency, µM (doses to about 45.6 µM), for the others: top-dose activation, usual class: activators | 380,000 tested, 0.007% active; further: potency means the concentration at half of the fitted maximal effect; % of control where 0% means no effect
aSyn rescue: qHTS of alpha-syn Inhibitors | Yeast expressing alpha-synuclein, growth rescue, BacTiter-Glo, 24 h | Potency, µM (titrated, usually from 46.1 µM), for the others: at the highest dose growth rescue (activation), actives largely listed as activators | AID 652106, 2013 | 370,000 tested, 0.14% active; further: potency means the concentration at half of the fitted maximal effect; % of control where 0% means no effect; nearly all actives have a fitted effect of over 65% in size
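Readout is rescue of growth in alpha-synuclein-expressing yeast, so inhibitors of toxicity appear as activators. Growth after 24 hr at 30 deg C in galactose medium is quantified by luminescence.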
TDP43 rescue: qHTS of TDP-43 Inhibitors | AID 652104, 2013 | Potency, µM (series often up to 46.1 µM), for the others: top-dose growth rescue (activation), actives largely listed as activators | TDP-43 expressing yeast growth rescue, BacTiter-Glo, 24 h | 410,000 tested, 1.8% active; further: potency means the concentration at half of the fitted maximal effect; % of control where 0% means no effect; nearly all actives have a fitted effect of over 50% in size
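Galactose-induced TDP-43 yeast, OD600=0.02, compound pinned; 24 hr, 30 deg C; BacTiter-Glo luminescence for growth. Inhibitors of TDP-43 toxicity read as activators.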
KB-V1 cytotox: qHTS assay for MDR1-selective chemotherapeutics: Primary screen using the drug-selected MDR subline cells KB-V1; KB-V1 MDR cells viability, CellTiter-Glo, 72 h; 400,000 tested, 3.4% active; Potency, µM (doses to about 46.1 µM), inactives show at the top dose activity change, negative = cytotoxicity, usual class: cytotoxic; further: potency means the concentration at half of the fitted maximal effect; on the % scale 0 is the no-effect control and ±100 the full control effect; nearly all actives have a fitted effect of over 60% in size
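Cytotoxicity toward P-gp-expressing KB-V1 cells was determined as loss of CellTiter-Glo luminescence after 72 h at 37 degrees C. Compounds were tested in quantitative HTS format across a concentration range, with curves fitted to normalized data.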
* = called active by the depositor; i = inactive; ? = inconclusive; nt = not tested or not shown; & = joins results of further samples; [ ] = remark or other dose. Unless noted, the call rests on the fitted dose curve; in most records, active means well fitted curve in the direction sought with a large enough effect; inconclusive means small, poorly fitted or top-dose-only effect, or another doubt; inactive means no such curve, though single readings can be large; an effect the other way counts as inactive or inconclusive. An excerpt, so the mix of outcomes need not match the whole.

SMILES,GLP1R inv ag,DRD3 antagonist,HEK293 tox,D3 ag,PTHR1 agonist,GLP-1R agonist,aSyn rescue,TDP43 rescue,KB-V1 cytotox
NC(=S)N=Nc1c(O)n(CCCl)c2ccc(Br)cc12,?,-18,?,-9,-10%,29%,4%,18%,?
COc1ccc(O)c2c(=O)c3c(OC)cc4c(c3oc12)C1C=COC1O4 (configuration not stated),-38%,15,-22%,0,-43%[inhibitor],-4%,?,14%,-11%
COc1ccc(C(=O)N2CCC3(CC2)OCCO3)cc1,?,-5,4%,4,11%,-4%,-2%,-2%,0%
C[C@]12CC[C@@H]3c4cc(O)c(O)cc4CC[C@H]3[C@@H]1CC[C@@H]2O,?,2,-23%,-26,-58%[inhibitor],0%,3%,20%,13µM*
O=C(CN1CC=C(c2ccccc2)CC1)Nc1cc(Cl)ccc1Cl,?,3,-1%,-7,-10%,-2%,-8%,8%,?
CC=C(C)C(=O)OC1CCN2CC=C(COC(=O)C(O)(C(C)OC)C(C)(C)O)C12 (configuration not stated),1%,2,-2%,1,i,10%,-8%,-2%,-2%
c1cnc2c(c1)ccc1cccnc12,?,-76*,?,-14&-81,-15%,-1%&-2%,-6%&11%&-2%&3%,35µM*,?
COc1ccc(OC)c(/C=N/OC(=O)Nc2ccc(Cl)cc2)c1,-12%,1,2%,-2,-17%,6%,-15%,18µM*,16%
CS(=O)(=O)N1Cc2ccccc2-n2nncc2C1,-2%,25,-7%,1,i,8%,-2%,8%,?
CN(C(=O)CNC(=O)OCc1ccccc1)c1ccc(Br)cc1C(=O)c1ccccc1Cl,2.8µM*,2,?,-3,-45%[inhibitor],-4%,17%,-14%,3.7µM*
Cc1ccc2nc(-c3ccc(CN4CCC(n5c(=O)[nH]c6ccccc65)CC4)cc3)c(-c3ccccc3)nc2c1,?,-28,-24%,-13,i,-3%,-19%,7%,?
COc1cccc(CNCCc2c[nH]c3ccccc23)c1OC,9%,5,3%,-8,-14%,4%,4%,-18%,-6%
O=C(N/N=C/c1c(O)n(CCc2ccccc2)c(=O)[nH]c1=O)c1ccccc1O,-11%,5,5%,-9,-13%,0%,-3%,16%,?
Cc1ccc(CN2CCCC(C(=O)c3ccc4c(c3)OCO4)C2)cc1C (configuration not stated),11µM*,-74*,-16%,-16,i,13%,3%,2%,-20%
CC(c1ccccc1)[n+]1ccccc1 (configuration not stated),10%,13,-23%,11,-36%[inhibitor],-7%,1%,10%,14%
CCOC(=O)c1c(C)n(CCN2CCN(C)CC2)c2ccc(OC)cc12,0%,0,6%,-13,9%[57.5 µM],11%,-2%,-18%,?
O=C1NCN(c2ccccc2)C12CCN(C(c1ccccc1OC(F)(F)F)c1nnnn1C1CCCCC1)CC2 (configuration not stated),5%,0,-7%,-9,-12%,-4%,3%,8%,-3%
CN1C(=O)c2ccccc2Sc2ccc(C(=O)N3CCC4(CC3)OCCO4)cc21,7%,?,1%,17,i,-1%,-6%,-22%,-10%
O=C1CN=C(c2cccc(Br)c2)c2cc(Br)ccc2N1,?,-15,-28%,-7,i,25%,10%,-7%,?
CNC(=O)c1cccn(Cc2cccc(C(F)(F)F)c2)c1=O,4%,1,-2%,9,-26%,-1%,-1%,0%,?
CCCCn1c(=O)c(C(=O)Nc2ccccc2F)c(O)c2ccccc21,1%,27,-6%,24,i,3%,0%,-1%,10%
O=c1ccc2cc3ccoc3c(O)c2o1,26%,-4,-5%,-17,-24%,6%,5%,24%,0%
CC(=O)c1ccc(OC(NC(=O)c2ccco2)C(Cl)(Cl)Cl)cc1 (configuration not stated),11%,-26,-7%,0,i,-2%,-4%,-11%,3%
CCC1(OC(=O)c2ccccc2)CC(C)N(C)CC1C (configuration not stated),?,6,-8%,-18,i,7%,0%,1%,4%
Cc1ccnc(-n2c(-c3ccco3)nc3ccccc3c2=O)c1,13%,9,9%,3,-20%[57.5 µM],1%,13%,-8%,-20%

Single records, as listed above. Order of screens: GLP1R inv ag | DRD3 antagonist | HEK293 tox | D3 ag | PTHR1 agonist | GLP-1R agonist | aSyn rescue | TDP43 rescue | KB-V1 cytotox
c1cnc2c(c1)ccc1cccnc12 as listed: ? | -76* | ? | -14&-81 | -15% | -1%&-2% | -6%&11%&-2%&3% | 35µM* | ?
O=C(N/N=C/c1c(O)n(CCc2ccccc2)c(=O)[nH]c1=O)c1ccccc1O as listed: -11% | 5 | 5% | -9 | -13% | 0% | -3% | 16% | ?

New compounds follow:
SMILES,GLP1R inv ag,DRD3 antagonist,HEK293 tox,D3 ag,PTHR1 agonist,GLP-1R agonist,aSyn rescue,TDP43 rescue,KB-V1 cytotox
Brc1cc2c(cc1CN1CCN(c3ccccc3)CC1)OCCO2,4%,-73*,-9%,-28,-1%,22%,0%,27%,-22%
O=C(CNC(=O)c1ccccc1Cl)Nc1ccc(Br)cc1C(=O)c1ccccc1,-24%,-5,-10%,2,-14%,-2%,3%,2%,?
c1ccc2c(c1)CNCc1cnnn1-2,4%,18,3%,15,-15%,-4%,3%,?,0%
CCc1nc2ccc(Br)cc2c(=O)n1-c1ccccc1C(F)(F)F,?,9,-28%,-4,-21%[57.5 µM],-4%,11%,-5%,-33%
CC(=O)OC[C@]12CCC(C)=C[C@H]1O[C@@H]1[C@H](O)[C@@H](OC(C)=O)[C@@]2(C)[C@]12CO2,-96%,13,-47%,-33,i,-10%,?,-44%[inhibitor],?
O=C(CNC1CCCCC1)N1CCC2(CC1)OCCO2,26%,20,13%,-2,i,0%,-4%,24%,7%
Nc1cc(C(=O)Nc2ccc(Cl)cc2)ccc1N1CC2CC(C1)c1cccc(=O)n1C2 (configuration not stated),16%,-15,1%,-1,-38%[inhibitor],5%,2%,6%,28%
c1ccc(-c2nccc(-c3ccco3)n2)nc1,?,?,?,-7,i,3%,-5%,nt,-22%
CC(C)CC(N)c1csc(NC(=O)Nc2ccccc2-c2ccccc2)n1 (configuration not stated),?,9,-11%,10,-2%,-6%,-7%,0%,?
Cc1ccc2c(c1)N(CCC(=O)N1CCC3(CC1)OCCO3)C(=O)C(C)O2 (configuration not stated),0%,-29,5%,-7,i,2%,-3%,-4%,3%
COC(=O)C(Cc1ccc(N(CCCl)CCCl)cc1)N=Cc1ccccc1O (configuration not stated),?,?,?,-8,-22%,8%,3%,-9%,-2%
COC(=O)C1=C(c2ccc(S(C)(=O)=O)cc2)C[C@@H]2CC[C@H]1N2C,12%,5,-1%,13,i,5%,-12%,4%,?
O=C1/C(=C\c2ccccc2)C2OCC=C3CN4CCC56c7ccccc7N1C5C2C3CC46 (configuration not stated),-24%,7,-21%,0,i,10%,2%,8%,-2%
CC(=O)O[C@@H]1/C=C/[C@](C)(O)C[C@@H](C)C/C=C/[C@H]2[C@@H]3O[C@]3(C)[C@@H](C)[C@H]3[C@H](Cc4ccccc4)NC(=O)[C@@]312,13%,148,-20%,6,i,21%,6%,8%,0%

Among those listed so far, these have bromine:
SMILES,GLP1R inv ag,DRD3 antagonist,HEK293 tox,D3 ag,PTHR1 agonist,GLP-1R agonist,aSyn rescue,TDP43 rescue,KB-V1 cytotox
NC(=S)N=Nc1c(O)n(CCCl)c2ccc(Br)cc12,?,-18,?,-9,-10%,29%,4%,18%,?
CN(C(=O)CNC(=O)OCc1ccccc1)c1ccc(Br)cc1C(=O)c1ccccc1Cl,2.8µM*,2,?,-3,-45%[inhibitor],-4%,17%,-14%,3.7µM*
O=C1CN=C(c2cccc(Br)c2)c2cc(Br)ccc2N1,?,-15,-28%,-7,i,25%,10%,-7%,?
Brc1cc2c(cc1CN1CCN(c3ccccc3)CC1)OCCO2,4%,-73*,-9%,-28,-1%,22%,0%,27%,-22%
O=C(CNC(=O)c1ccccc1Cl)Nc1ccc(Br)cc1C(=O)c1ccccc1,-24%,-5,-10%,2,-14%,-2%,3%,2%,?
CCc1nc2ccc(Br)cc2c(=O)n1-c1ccccc1C(F)(F)F,?,9,-28%,-4,-21%[57.5 µM],-4%,11%,-5%,-33%
